Growth percent in the NCI-60 one-dose screen (48 h, 10 µM unless noted): 100 = growth as untreated, 0 = no growth, -100 = all killed.
NCI-H23 = NCI-H23 lung cancer; actives 4% (n = 80,000)
NCI-H226 = NCI-H226 lung cancer; actives 3.5% (n = 79,000); AID 1794732
HCT-116 = HCT-116 colon cancer; actives 7.3% (n = 82,000); AID 1794798
NCI-H522 = NCI-H522 lung cancer | AID 1794739 | actives 8% (n = 78,000)
NCI-H322M = NCI-H322M lung cancer. actives 2.7% (n = 80,000)
COLO 205 = COLO 205 colon cancer; actives 7.3% (n = 79,000); AID 1794742
NCI-H460 = NCI-H460 lung cancer; actives 6.8% (n = 82,000)
HCT-15 = HCT-15 colon cancer | actives 5.2% (n = 82,000) | AID 1794746
NCI/ADR-RES = NCI/ADR-RES ovarian cells | actives 4.4% (n = 81,000)
* hit, by the source's call; nt = not tested or not shown. Rule for the calls: active = growth percent below 10; inactive = the rest.

SMILES	NCI-H23	NCI-H226	HCT-116	NCI-H522	NCI-H322M	COLO 205	NCI-H460	HCT-15	NCI/ADR-RES
Cc1cc(C(=O)Nc2ccc(Cl)cc2Cl)c(C)o1	104	100	109	98	102	129	108	107	108
COc1ccc(CN2C(=O)OC(C)(COC(C)=O)C2=O)cc1 (stereo not given)	108	98	93	91	99	119	111	102	109
COc1cc(C2CC(c3ccc(C(F)(F)F)cc3)=Nc3c(N)nc(N)nc3N2)ccc1Oc1nc(Nc2ccc(F)cc2)nc(N(C)C)n1 (stereo not given)	82	59	-16*	30	91	39	13	18	37
COc1ccc(-c2cc(-c3ccc(OC)cc3)n(-c3ccc(-c4nnc(SCC(N)=O)o4)cc3)n2)cc1	101	94	100	99	104	108	104	103	96
COc1ccc(C2=NN(C(C)=O)C(c3sc(N(C)Cc4ccccc4)nc3Cl)C2)cc1 (stereo not given)	97	102	85	81	100	99	101	90	99
CCN(C(=O)c1cc(OC)c(OC)c(OC)c1)C1CCCCC1	105	nt	116	90	104	103	108	101	102
C=CCC(CC)(C(=O)O)C(=O)O	109	97	111	nt	104	108	103	99	103
N#Cc1cnn(C(=O)c2nn(-c3ccc(Cl)cc3)cc2O)c1N	9.7*	18	6.8*	-14*	nt	-23*	3.1*	18	3.3*
CCCCCCCCNc1nc2ccccc2n2c1nc1ccccc12	106	108	104	88	106	103	107	101	103
COC(=O)c1[nH]c(=O)c(C#N)c(C(=O)OC)c1C(=O)c1cccnc1	104	103	90	112	102	114	104	102	104
O=C(CSc1nc2sc3c(c2c(=O)n1Cc1ccccc1)CCCC3)N1CCOCC1	92	90	77	74	85	93	102	70	96
COc1cc(Br)c(CC(=O)O)cc1OC	99	91	103	102	103	128	108	108	104
COc1ccc(C(C#N)N2CCCC2)cc1 (stereo not given)	113	100	115	nt	106	106	111	102	107
O=C1C=Cc2cccc3ccc(O)c1c23	83	81	34	77	59	57	43	48	61
O=C1c2ccccc2S(=O)(=O)N1CCCN1C(=O)c2ccccc2S1(=O)=O	98	95	104	nt	104	96	103	100	103
CC(=O)OC[C@H]1O[C@H](OC(C)=O)[C@H](NC(=O)/C=C/CCl)[C@@H](OC(C)=O)[C@@H]1OC(C)=O	75	109	60	-64*	84	75	97	99	91
N/C(=N\C(N)=N\c1nc2ccccc2s1)c1ccnc(Cl)c1	43	49	32	nt	70	18	17	30	18
CC(=O)N(CC#Cc1cccc(C(N)=O)c1)C[C@H]1C[C@@H](n2ccc3c(Cl)ncnc32)[C@H](O)[C@@H]1O	99	105	101	95	93	114	105	104	101
O=C(CSc1nnc(-c2cc(-c3ccc(Cl)cc3)nc3ccccc23)n1-c1ccccc1)Nc1ccc(C(=O)/C=C/c2ccc(Cl)cc2)cc1	97	93	104	101	nt	114	102	112	110
CC1CCCN(CCCCCOc2ccc3oc4ccc(Cl)cc4c(=O)c3c2)C1 (stereo not given)	79	104	32	71	84	57	54	2.1*	73
O=C(Cc1ccccc1Nc1c(Cl)cccc1Cl)NN1C(=O)/C(=C/c2ccc(F)cc2)SC1=S	104	nt	103	94	109	114	104	104	105
COc1ccc(OC)c(-c2c(C#N)c(=O)oc3c2c(N)nn3-c2ccccc2)c1	100	96	108	97	100	117	107	101	105
CN1C(=O)N(C)C2C1NN=c1s/c(=C\c3cccnc3)c(=O)n12 (stereo not given)	86	89	76	72	89	87	84	42	79
CCCCCCn1c(-c2ccc(-c3nc(-c4ccc(Cl)cc4)no3)cc2)nc(-c2ccccc2)c1-c1ccccc1	97	100	106	93	105	117	103	103	107

Reprinted from the listing for reference:
SMILES	NCI-H23	NCI-H226	HCT-116	NCI-H522	NCI-H322M	COLO 205	NCI-H460	HCT-15	NCI/ADR-RES
COc1cc(Br)c(CC(=O)O)cc1OC	99	91	103	102	103	128	108	108	104
COc1ccc(C(C#N)N2CCCC2)cc1 (stereo not given)	113	100	115	nt	106	106	111	102	107
O=C1C=Cc2cccc3ccc(O)c1c23	83	81	34	77	59	57	43	48	61
O=C1c2ccccc2S(=O)(=O)N1CCCN1C(=O)c2ccccc2S1(=O)=O	98	95	104	nt	104	96	103	100	103
CC(=O)OC[C@H]1O[C@H](OC(C)=O)[C@H](NC(=O)/C=C/CCl)[C@@H](OC(C)=O)[C@@H]1OC(C)=O	75	109	60	-64*	84	75	97	99	91
N/C(=N\C(N)=N\c1nc2ccccc2s1)c1ccnc(Cl)c1	43	49	32	nt	70	18	17	30	18
CC(=O)N(CC#Cc1cccc(C(N)=O)c1)C[C@H]1C[C@@H](n2ccc3c(Cl)ncnc32)[C@H](O)[C@@H]1O	99	105	101	95	93	114	105	104	101
O=C(CSc1nnc(-c2cc(-c3ccc(Cl)cc3)nc3ccccc23)n1-c1ccccc1)Nc1ccc(C(=O)/C=C/c2ccc(Cl)cc2)cc1	97	93	104	101	nt	114	102	112	110
CC1CCCN(CCCCCOc2ccc3oc4ccc(Cl)cc4c(=O)c3c2)C1 (stereo not given)	79	104	32	71	84	57	54	2.1*	73
O=C(Cc1ccccc1Nc1c(Cl)cccc1Cl)NN1C(=O)/C(=C/c2ccc(F)cc2)SC1=S	104	nt	103	94	109	114	104	104	105

(continued)
SMILES	NCI-H23	NCI-H226	HCT-116	NCI-H522	NCI-H322M	COLO 205	NCI-H460	HCT-15	NCI/ADR-RES
CCOc1cc2c(c(O)c1OCC)C(=O)N[C@@H]1[C@@H](O)[C@@H](O)[C@H](O)C[C@@H]21	102	105	104	93	98	110	113	99	107
COc1cc(C2CC(c3cccc(Br)c3)=NN2)cc(OC)c1OC (stereo not given)	93	91	81	97	112	118	96	92	95
CCOC(=O)/C(F)=C/C1CC1C(CC)CC (stereo not given)	94	91	109	109	112	109	108	102	102
Nc1cc2c(cc1Cl)-c1ccc([N+](=O)[O-])cc1/C2=N\O	83	93	43	70	50	109	49	63	95
O=C(/C=C/C12c3ccccc3C(c3ccccc31)C1C(=O)NC(=O)C12)c1ccccc1 (stereo not given)	6.5*	11	14	39	18	nt	1.7*	20	5.9*
O=C(Nc1ccc2c(c1)OCO2)C(=O)c1c[nH]c2ccc(F)cc12	99	92	nt	61	84	98	79	59	73
CN1CCN(c2ccc(N3Cc4ccccc4OC4=C3C(=O)c3c(O)ccc(O)c3C4=O)cn2)CC1	-23*	35	-81*	-53*	4.6*	-77*	-22*	-75*	5.1*
O=C(Nc1ccc2c(O)c(N=Nc3ccccc3)c(S(=O)(=O)O)cc2c1)c1ccccc1	97	96	106	90	102	110	nt	107	104
c1csc(-c2cn3ccnc3c(-c3ccc4ncn(C5CCCCC5)c4c3)n2)c1	94	82	79	87	111	125	99	98	104
CCn1c(=O)oc2ccc(Cl)cc21	94	105	102	107	111	120	108	99	104
O=C(Nc1ccc([N+](=O)[O-])cc1)NN1CCCCCC1	89	nt	94	97	107	90	99	94	90
COc1cccc2c1C(=O)c1c(O)c3c(c(O)c1C2=O)C[C@](O)(C(=O)CO)C[C@H]3O[C@@H]1C[C@@H](NC(=O)CCCCCN(C)C2(c3ccc(F)cc3)CC3CCC2C3)[C@H](O)[C@@H](C)O1 (stereo not given in full)	41	59	-92*	-83*	54	-64*	-84*	0.8*	80
CCOC(=O)/C(=C/c1ccc(OC)cc1)N(CC)CC	96	97	101	94	105	115	103	112	107
C[C@@H]1C(=O)CC[C@]2(C)[C@H]3CC[C@@H]4[C@H]5[C@H]6OC[C@@]5(CCC6(C)C)CC[C@@]4(C)[C@]3(C)CC[C@@H]12	98	96	95	96	88	95	104	93	103
Cc1ccc(N(Cc2ccc(Cl)cc2)C2OC(=O)c3ccccc32)cc1 (stereo not given)	108	95	92	78	99	111	106	107	115
CS(=O)(=O)c1nccc(-c2c(-c3cccc(OCc4ccc(Cl)c(C(F)(F)F)c4)c3)nc3sccn23)n1	39	24	70	80	86	105	56	-31*	98
O=C(Cc1ccccc1)c1ccc(Cl)cc1	95	99	93	94	108	125	109	97	97
CC(=O)OC[C@]12CC[C@@H](C(=O)/C=C/c3cccnc3)[C@@H]1[C@H]1CC[C@@H]3[C@@]4(C)CC[C@H](OC(C)=O)C(C)(C)[C@@H]4CC[C@@]3(C)[C@]1(C)CC2	1.0*	-70*	-61*	-20*	54	-19*	7.8*	-53*	-14*
COc1ccc(/C=c2/nc3n(-c4ccccc4)c4n(n-3c2=O)N(N)/C(=N/N)NN=4)cc1	94	73	101	92	111	113	104	103	96
CCOC(=O)c1c(-c2cc(OC)c(OC)c(OC)c2)csc1NC(=O)c1ccccc1	105	nt	112	91	108	108	111	110	114
O=C(NCCc1c[nH]c2ccccc12)c1cc(S(=O)(=O)NCCc2c[nH]c3ccccc23)c(O)c(O)c1O	82	100	88	80	70	106	100	102	94
O=C(O)Cc1ccc(Cl)cc1Cl	108	104	99	97	96	126	110	102	106
CS(=O)c1nccc(-c2c(-c3ccc(F)c(OCCc4ccc(F)cc4)c3)nc3sccn23)n1 (stereo not given)	8.0*	111	-60*	-62*	65	102	59	12	105
N/C(=N\C(N)=N\c1nc2ccccc2s1)c1ccc([N+](=O)[O-])cc1	85	90	87	87	94	112	96	97	103
COC(=O)C1=NNC(C(=O)OC)C1c1ccccc1 (stereo not given)	92	110	104	107	nt	125	112	106	97
CN(C)c1ccc(C(O)(c2ccc(N(C)C)cc2)c2ccc(N(C)C)cc2)cc1	82	85	73	49	90	110	93	88	83
Cc1cc2nc(C(Cl)Cl)nc(-c3cccs3)n2n1	11	87	12	47	-21*	-44*	-39*	11	14
O=C1CC(c2nc3ccccc3o2)CN1c1ccc(Cl)cc1 (stereo not given)	100	97	107	nt	92	104	102	97	97
C/C(=N\O)[C@@H]1CC[C@]2(C(=O)O)CC[C@]3(C)[C@H](CC[C@@H]4[C@@]5(C)CC[C@H](O)C(C)(C)[C@@H]5CC[C@]43C)[C@@H]12	103	100	101	83	98	104	101	103	115
O=C1Nc2ccccc2/C1=C/c1cn(C(=O)c2ccc(Cl)cc2)c2ccccc12	91	92	92	86	127	58	107	92	104
CC1(C)CC[C@]2(C(=O)N[C@@H](Cc3ccccc3)C(=O)O)CC[C@]3(C)C(=CC[C@@H]4[C@@]5(C)C/C(=C/c6ccco6)C(=O)C(C)(C)[C@@H]5CC[C@]43C)[C@@H]2C1	75	71	37	61	70	82	51	45	76
C/C(=C\CCc1ccsc1)CC/C=C(\C)CCCO	105	97	106	87	102	115	102	96	113
C=CCOC(=O)C1=C(C)NC2=C(C(=O)CCC2)C1c1ccc(O)cc1 (stereo not given)	101	95	97	82	93	103	99	102	93
O=[N+]([O-])c1ccc(C(S(=O)(=O)Cc2ccccc2)S(=O)(=O)Cc2ccccc2)cc1	96	84	89	79	93	98	100	94	nt
Cc1ccc(S(=O)(=O)OCCCCCCOS(=O)(=O)c2ccc(C)cc2)cc1	94	88	88	58	90	99	84	103	93
Clc1ccc(/C=N/Nc2nnc(-c3ccncc3)o2)cc1	104	98	95	92	96	103	105	109	104
FC(F)(F)c1nn(-c2ccccc2)c2c1-c1cc3c(cc1CO2)OCO3	103	100	106	93	101	122	105	105	105
Cc1cc(C)cc(NC(=O)CSc2oc(-c3ccccc3)nc2S(=O)(=O)c2ccc(F)cc2)c1	87	91	40	98	104	94	91	93	86
CCOC(=O)C1(Cc2ccccc2C#N)CCCCC1=O (stereo not given)	99	89	104	nt	111	105	101	122	95
COc1ccc2oc(=O)cc(-c3nnc(N)o3)c2c1	97	97	83	79	98	99	97	85	98
CC(C)Oc1ccc(/C(O)=C2\C(=O)C(=O)N(c3nccs3)C2c2ccc(F)cc2)cc1 (stereo not given)	112	102	106	102	100	132	95	85	106
COc1ccc(C(=O)COc2ccc(/C=C3\COc4ccc5ccccc5c4C3=O)cc2)cc1	89	79	88	82	100	132	104	98	94
CCCCCCNC(=O)Oc1ccc(/C(=C(/C)Cc2ccc(OC)cc2)c2ccc(OCCCN(C)C)cc2)cc1	71	90	-52*	36	71	-84*	-53*	-6.6*	67
CCCSc1nc(Nc2ccc(/C(C)=N\NC(N)=S)cc2)c(C#N)c(-c2ccc(F)cc2)n1	nt	109	104	99	108	113	112	97	109
Cc1nn(-c2ccccc2)c(N(C)Cc2ccccc2)c1C1CC(c2ccc(Cl)cc2)=NN1C=O (stereo not given)	76	68	49	nt	84	75	70	74	58
CCOC(=O)C1(C(C)=O)CC1	109	92	111	nt	112	118	107	112	114
O=C(Nc1cccc(NC(=O)c2ccccn2)c1)c1ccc(F)cc1	92	102	87	95	98	130	102	93	92
Cn1c(-c2nonc2NC(=O)c2ccc(F)cc2)nc2ccccc21	108	96	106	95	102	117	101	103	106
Cc1ccc(S(=O)(=O)N2CCC(C3(C(F)(F)F)N=N3)CC2)cc1	97	91	92	90	100	110	98	100	102
COc1ccc(C=O)c(C)c1	104	100	106	96	110	117	112	95	112
COC(=O)c1c(-c2ccccc2)csc1NC(=O)c1c(-c2ccccc2)noc1C	61	50	6.0*	36	57	61	-15*	14	37
Cc1ccc(NC(=O)Nc2ccc(Nc3ncnc4sc5c(c34)CCOC5)cc2)cc1Cl	100	95	101	61	103	102	108	106	106
COc1ccc(C)cc1NS(=O)(=O)c1ccccc1	100	116	107	111	114	124	112	101	105
O=C(CN1CCCc2ccccc21)NNC(=O)c1cc2ccccc2o1	100	95	100	90	94	111	103	95	110
CCOC(=O)CC[C@H](NC(=O)c1ccc(NC(=O)Cn2cnc3c(c(C)nn3-c3ccc(F)cc3)c2=O)cc1)C(=O)OCC	97	101	101	98	97	101	104	94	98
O=S(=O)(O)c1ccc2c(c1)C(C(Cl)(Cl)Cl)OC(C(Cl)(Cl)Cl)O2 (stereo not given)	103	104	112	116	120	120	109	111	107
COc1ccc2cc(C(C)C(=O)Nc3ccc(S(=O)(=O)Nc4cc(C)on4)cc3)ccc2c1 (stereo not given)	101	106	96	90	108	115	nt	94	105

Source: PubChem (NCI)
